p97 inhibitor: inhibitors of human p97 ATPase, primary screen, biochemical; recombinant p97 ATPase, Kinase-Glo ATP luminescence, 3 h; inhibition, % at 8 µM; actives 0.42% (n = 220,000); in the data active = inhibition above about 15%;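 note: 0% = DMSO vehicle and 100% = wells lacking enzyme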
m-calpain inh: inhibitors of pig calpain II, primary screen, biochemical, fluorogenic peptide substrate, 1536-well; purified calpain II, 30 min; inhibition, % at 16 µM; actives 0.37% (n = 220,000);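 active = inhibition above about 50%, limit read from the data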
Runt-SMMHC FRET: inhibitors of RUNX1 Runt–CBFb-SMMHC binding, primary screen, biochemical, FRET, Cerulean-Runt, Venus-CBFb-SMMHC, uHTS. Runt-related transcription factor 1 (Homo sapiens) + Core-binding factor subunit beta …. Cerulean-Runt/Venus-CBFb-SMMHC FRET ratio 530/480, 1 h. inhibition, % at 20 µM. actives 0.74% (n = 220,000). AID 1434, 2008;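 active = mean inhibition across duplicate retests at 20 µM reaching about 50%, limit read from the data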;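 note: 0% = DMSO wells and 100% = wells with excess untagged CBFb-SMMHC; inhibitors lower the FRET ratio by blocking Runt binding to CBFb-SMMHC; some results filed as inactive read as strong as hits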
Runt-CBFb FRET: inhibitors of RUNX1 Runt–CBFb binding, primary screen, biochemical, FRET, Cerulean-Runt, Venus-CBFb, uHTS. actives 0.46% (n = 220,000). Cerulean-Runt/Venus-CBFb FRET ratio 530/480, 1 h. inhibition, % at 20 µM;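 active = inhibition over about 50% at 20 µM in the single-dose screen, limit read from the data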;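 note: 0% = DMSO wells and 100% = excess unlabeled CBFb competitor control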
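Measured by: fluorescence energy transfer, 422 nm excitation, 530/480 nm emission; test system: Cerulean-tagged RUNX1 Runt domain (FRET donor) fusion protein; buffer or medium: Tris pH 7.5 buffer with BSA; compound: one dose, 20 µM compound, 1% DMSO; times: two 1 h room-temperature incubations shielded from light; benchmarks: unlabeled CBFb 5 µM, positive control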
Tb hexokinase: Trypanosoma brucei hexokinase 1 inhibitors, primary screen, biochemical, G6PDH-coupled NADH absorbance, MLSCN library | hexokinase 1 [Trypanosoma brucei] | recombinant TbHK1, G6PDH-coupled NADH A340 | inhibition, % at 10 µM | actives 0.11% (n = 220,000) | AID 1430, 2008;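 active = inhibition of 50% or more in the single-dose primary screen; inactive = inhibition below 50%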
NCF1 inh: p47phox/p22phox peptide binding inhibitors, primary screen, biochemical, uHTS, NADPH oxidase regulatory subunit; AID 1274, 2008; actives 0.53% (n = 220,000); inhibition, % at 24.7 µM; fluorescence polarization, 2 h;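 active = inhibition above about 30%, limit read from the data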;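 note: 0% = p47phox with labelled peptide and 100% = labelled peptide alone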
Target sequence (P14598 whole entry, looked up): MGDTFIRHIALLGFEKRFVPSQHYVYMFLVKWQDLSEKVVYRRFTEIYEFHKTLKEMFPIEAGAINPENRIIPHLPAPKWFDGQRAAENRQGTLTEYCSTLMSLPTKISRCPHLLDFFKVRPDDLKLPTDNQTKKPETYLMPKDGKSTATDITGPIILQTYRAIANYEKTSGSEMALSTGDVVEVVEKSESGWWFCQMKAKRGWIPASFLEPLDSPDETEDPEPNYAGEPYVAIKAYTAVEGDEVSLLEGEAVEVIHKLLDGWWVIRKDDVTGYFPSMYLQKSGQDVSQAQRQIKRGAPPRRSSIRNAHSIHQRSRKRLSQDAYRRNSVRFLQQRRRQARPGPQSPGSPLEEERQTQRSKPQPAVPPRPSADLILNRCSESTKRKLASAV
Furin inhibitor: human furin inhibitors, primary screen, biochemical, fluorescence intensity. purified furin, fluorogenic substrate cleavage. actives 0.061% (n = 220,000). AID 463115, 2010. P09958. inhibition, % at 30 µM; in the data active = inhibition above about 25%; note: inactives centre near -15
EBV gp42 inh: Epstein-Barr virus gp42 inhibitors, primary screen, biochemical, uHTS, fluorescence polarization; Fluorescence polarization binding assay, mP read-out; actives 0.42% (n = 220,000); inhibition, % (tested at 21.74 µM); in the data active = inhibition above about 50%
Target sequence (Q1HVG2 whole entry, looked up): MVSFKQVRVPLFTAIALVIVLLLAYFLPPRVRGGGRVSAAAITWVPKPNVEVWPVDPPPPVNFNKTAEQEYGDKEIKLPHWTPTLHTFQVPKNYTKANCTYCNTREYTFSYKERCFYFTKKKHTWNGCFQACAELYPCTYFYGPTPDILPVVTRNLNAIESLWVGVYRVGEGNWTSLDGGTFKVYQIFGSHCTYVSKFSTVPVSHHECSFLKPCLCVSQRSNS
RBBP9 inh: human RBBP9 inhibitors, primary screen, biochemical, fluorescence polarization, FP-Rh probe, HTS. inhibition, % at 7.94 µM. Serine hydrolase RBBP9 (Homo sapiens), O75884. recombinant RBBP9. actives 0.2% (n = 220,000);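 active = inhibition above the campaign mean of all tested compounds plus 3 SD, cut at about 14% in these data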;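 note: plate controls were DMSO wells with RBBP9 for no effect and wells lacking RBBP9 protein for full effect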
Target sequence (O75884 whole entry, looked up): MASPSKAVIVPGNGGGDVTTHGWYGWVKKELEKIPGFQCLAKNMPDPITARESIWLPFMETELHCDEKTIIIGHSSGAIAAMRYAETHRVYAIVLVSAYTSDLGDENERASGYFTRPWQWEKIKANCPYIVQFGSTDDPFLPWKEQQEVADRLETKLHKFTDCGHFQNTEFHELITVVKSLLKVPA
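Measured by: FP readout at 525/598 nm; material: recombinant human RBBP9; also added: Serine-hydrolase probe FP-Rh, 375 nM pre-mixing; medium: Tris buffer pH 8.0, NaCl, Pluronic; replication: one well per compound; doses: one concentration, 7.94 µM nominal, 0.794% DMSO; timing: preincubation 30 min plus labeling 45 min at 25 °C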
* hit, by the source's call; i = inactive; nt = no result given; [ ] = remark or other dose.

SMILES	p97 inhibitor	m-calpain inh	Runt-SMMHC FRET	Runt-CBFb FRET	Tb hexokinase	NCF1 inh	Furin inhibitor	EBV gp42 inh	RBBP9 inh
CCOC(=O)c1cc(C(=O)OCC)c2ccccn2c1=O	1.0	i	60.5*	97.4*	-16.7	-6.6	-100.8[20 µM]	-6.1	-5.8
CC(=O)NS(=O)(=O)c1ccc(NS(=O)(=O)c2ccc(F)cc2)cc1	2.4	-29.2	5.7	89.3*	1.5	-7.6	-17.9	-7.1	-0.3
CC(C)Cc1cc(C(=O)Nc2ccc3c(c2)OCO3)no1	-2.1	3.5	-3.0	-0.3	-0.6	-15.4	-14.4	-5.7	-3.8
N#Cc1cc(C(=O)c2cc(Br)ccc2O)cn(C2CC2)c1=O	4.7	-13.5	0.9	-0.1	-24.4	-31.6	-21.1	-19.8	-1.6
CCOc1ccc(NC(=O)Nc2nnc(CC)s2)cc1	-0.6	-27.4	-0.8	2.5	20.8	-10.0	-7.7[20 µM]	-10.7	1.7
Cc1ccc(/C=C2\SC(=S)N(CCC(=O)NNC(=O)c3ccncc3)C2=O)cc1	1.4	-0.8	-17.7	-0.6	-18.2	-34.9	-2.7	-88.9	-3.8
COc1ccccc1CNC(=O)c1c(O)c2cc(OC)c(OC)cc2[nH]c1=O	7.4	-30.3	3.2	1.2	-2.8	3.6	-33.0	0.3	-4.4
CC(C)(C)c1ccc(C(=O)NNC(=O)c2cccc(-n3cnnn3)c2)cc1	1.7	24.4	0.2	-1.1	-0.8	6.6	-16.7	6.4	3.3
CCOc1ccc(/C=C(/NC(=O)c2ccccc2)C(=O)NCCC(=O)O)cc1	8.7	-30.8	0.4	-1.7	-8.8	1.2	-10.8	9.0	-1.1
C=CCc1c(C)nc(N)[nH]c1=O	5.2	-21.3	-4.7	0.8	-2.6	-8.5	-5.3[20 µM]	-9.8	3.3
COCCNC(=O)C(c1cccs1)N(C(=O)Cn1nnc2ccccc21)c1cccc(C(C)=O)c1 (stereo not given)	1.1	-18.8	1.6	-0.4	47.4	3.3	-7.3	-20.8	2.5
O=C(O)CC(c1cccc2ccccc12)N1Cc2ccccc2C1=O (stereo not given)	5.0	37.9	-0.1	-0.5	3.0	-4.3	-17.5	-9.2	7.3
CCOc1cccc(Oc2ncccc2C(=O)/C(C#N)=C/N(C)C)c1	-1.6	0.3	-7.2	0.8	-11.5	-15.9	-5.5[20 µM]	4.5	-9.4
Fc1cccc(Cl)c1-c1nnc2ccc(C(F)(F)F)cn12	0.0	-9.9	-0.6	0.0	-3.8	3.9	-12.8	-0.9	-1.5
O=C(Nc1nn(Cc2ccc(Cl)cc2)cc1Br)c1ccc(COc2ccccc2Cl)o1	-0.9	10.5	-2.6	1.8	6.8	-8.5	-14.5[20 µM]	-8.8	-20.1
CCn1c(CNc2ccc(F)cc2)nnc1SCCN1CCCCC1	1.1	-7.9	0.0	0.0	3.8	-6.0	-10.4	-4.4	4.1
CC(C)c1cc(C(=O)Nc2cccc(Cl)c2)no1	-4.1	28.9	-5.1	-1.9	2.2	-6.7	-4.3	-8.6	-4.5
Cc1ccc2c(c1)N(CC(=O)N1CCN(c3nc4ccccc4s3)CC1)C(=O)C(C)O2 (stereo not given)	8.2	-19.3	-2.4	-0.7	-1.7	-9.6	-24.1	-5.9	-4.2
Cc1cccc[n+]1CC(=O)/C=C1\N(C)c2ccccc2C1(C)C	4.4	7.3	-1.3	0.3	-52.0	-199.9	2.8	-2.6	-14.9
CC(=O)C(C)Oc1ccc2c3c(c(=O)oc2c1C)CCCC3 (stereo not given)	-4.7	nt	38.5	13.9	-11.4	nt	-33.5	nt	-5.4
C/C(=N\O)c1ccc(Cl)c(Cl)c1	-0.2	-19.8	-3.3	-0.6	7.4	-8.2	-20.5	-7.6	-3.1
CN1CCN(S(=O)(=O)c2ccc(-c3ccccc3)cc2)CC1	0.5	15.2	0.2	1.0	-1.2	-4.6	-18.0[20 µM]	-2.0	-1.7
COc1cccc(NC(=O)c2oc3ccccc3c2NC(=O)c2ccc3c(c2)OCO3)c1	5.8	-16.3	0.5	-1.4	-28.5	-11.4	-12.0	-1.3	2.1
O=C(O)C1C2C=CC(C2)C1C(=O)NCc1ccoc1 (stereo not given)	0.8	-20.1	1.4	6.2	36.1	-12.8	1.6	-14.6	-9.8
CCCCCCCCNC(=O)C(CCC(=O)OCc1ccccc1)NC(C)=O (stereo not given)	-9.1	-32.4	-3.7	-0.4	-2.8	0.8	-3.6[20 µM]	-16.6	2.6
Oc1ccc(CNc2ccc(F)cc2)c2cccnc12	0.0	-65.0	0.6	4.4	7.1	-1.6	-22.4	-15.9	2.8
O=C(O)CCn1nnc(-c2ccccc2)n1	5.6	-14.2	-0.8	0.4	0.6	0.6	-33.3	-3.6	0.9
C/C(=N\Nc1ccc(Cl)c(C(=O)O)c1)c1ccc[nH]1	0.9	21.7	-4.9	-1.6	-41.6	4.5	-19.5	-7.9	-10.2
O=C(/C=C/c1ccc(Cl)cc1)N1CCN(c2ccc([N+](=O)[O-])c(N3CCOCC3)c2)CC1	-1.6	-26.9	-7.6	-5.8	-18.2	6.8	-9.7	6.3	-7.1
Brc1cccc(-c2nc(-c3ccncc3)no2)c1	-3.4	33.5	-6.7	-4.3	1.0	6.9	-15.6	-6.8	-3.2
O=C(NCC(c1cccs1)N1CCOCC1)c1ccc([N+](=O)[O-])cc1 (stereo not given)	7.3	2.2	-1.2	0.9	2.5	-3.3	-3.6	-2.1	-5.9
CCC(=O)Nc1cccc(C2=NOC3(C2)C[C@@H](C(N)=O)N(C(=O)c2cc([N+](=O)[O-])cc([N+](=O)[O-])c2)C3)c1 (stereo not given in full)	nt	3.9	2.0	2.4	-7.1	11.3	-21.1	-4.6	nt
Cc1cc(=O)oc(C)c1C(=O)NC12CC3CC(CC(C3)C1)C2	6.7	-11.4	0.5	-2.7	2.9	3.3	-34.5	-6.9	-5.9
Cc1ccc(NC(=S)N/N=C/c2c(Cl)cccc2Cl)c(C)c1	-0.1	3.7	4.0	2.5	3.9	-2.8	-18.1	-18.8	-4.2
CCCCC(=O)NNC(=S)NC(=O)CCC	2.3	-3.4	2.4	5.9	4.8	-7.0	-22.9[20 µM]	-15.1	-8.0
O=C(Cn1cnc2ccccc2c1=O)Nc1nnc(SCc2ccc(Cl)cc2)s1	7.0	2.1	-9.3	1.2	-8.6	-28.0	-14.6	-21.6	1.4
Nc1c(C(=O)NCCC2=CCCCC2)sc2ccc(S(=O)(=O)N3CCCCC3)cc12	3.5	-50.8	3.3	-1.0	-11.5	-14.7	-8.5	-10.9	-4.4
COCC(=O)N(c1ccc(C(C)C)cc1)C1C=CS(=O)(=O)C1 (stereo not given)	5.8	0.8	-2.3	-0.3	10.8	-7.2	-38.1[20 µM]	-10.7	-9.2
COC(=O)C1=C(C(=O)OC)[C@@H]2N(Cc3ccccc3)c3ccccc3[C@@]23C[C@@H](C(=O)OC)N(C(=O)c2cccs2)C3=N1	nt	-64.8	0.5	0.9	-19.9	-7.5	4.2	-2.9	nt
O=S(=O)(NC1CCCCC1NCc1ccco1)c1ccccc1 (stereo not given)	-0.2	-33.7	3.6	3.2	1.6	-9.4	-12.8	-11.6	-3.4
CCOc1ncccc1C(=O)OCC(=O)Nc1ccc2c(c1)OCO2	-4.0	-45.5	-5.2	0.1	-8.3	3.3	-12.3	6.2	-10.9
N/C(COc1cccc(Cl)c1)=N\NS(=O)(=O)c1ccccc1	-0.8	-19.1	-0.8	-0.2	3.9	-6.7	-11.1[20 µM]	-8.0	-9.2
C/C(=N\NC(=O)CC1N=C(Cc2ccccc2)NNC1=O)c1ccc(Cl)cc1Cl (stereo not given)	-2.9	-3.0	-3.9	-2.1	-2.0	-6.5	-19.0[20 µM]	-14.1	-5.2
CCCn1c(SCC(=O)N2CCN(C(=O)c3ccco3)CC2)nc2ccccc2c1=O	4.0	-20.2	-3.3	0.9	-1.6	1.3	-14.1	0.8	3.7
COc1ccc(/C=N/OCC(=O)N2CC3(C)CC2CC(C)(C)C3)cc1OC (stereo not given)	-0.1	20.1	-1.9	-6.1	-0.4	-7.1	-31.3[20 µM]	-4.7	-8.6
CCC1=C(OC(=O)N(CC)CC)N2C(=O)OC(=NCC(=O)OC)[C@]2(C)[C@H]2C1=CC[C@H]1C(=O)N(CC)C(=O)[C@H]12	nt	-20.1	-0.2	-2.2	-17.0	-9.0	-32.1	-1.0	nt
O=c1c2ccccc2nc(-c2ccc(Cl)cc2)n1C1CCS(=O)(=O)C1 (stereo not given)	1.7	nt	nt	nt	-1.9	nt	-17.1[20 µM]	nt	2.4
CC(=O)N(Cc1ccc(F)cc1)Cc1nc2ccccc2c(=O)[nH]1	2.6	-12.5	0.6	-0.5	4.1	-7.3	-32.7	-1.9	-6.0

Structural class: those above with a cyano group (2)
SMILES	p97 inhibitor	m-calpain inh	Runt-SMMHC FRET	Runt-CBFb FRET	Tb hexokinase	NCF1 inh	Furin inhibitor	EBV gp42 inh	RBBP9 inh
N#Cc1cc(C(=O)c2cc(Br)ccc2O)cn(C2CC2)c1=O	4.7	-13.5	0.9	-0.1	-24.4	-31.6	-21.1	-19.8	-1.6
CCOc1cccc(Oc2ncccc2C(=O)/C(C#N)=C/N(C)C)c1	-1.6	0.3	-7.2	0.8	-11.5	-15.9	-5.5[20 µM]	4.5	-9.4

The list goes on:
SMILES	p97 inhibitor	m-calpain inh	Runt-SMMHC FRET	Runt-CBFb FRET	Tb hexokinase	NCF1 inh	Furin inhibitor	EBV gp42 inh	RBBP9 inh
Cc1ccc(N2C(=O)C(Cl)=C(Nc3c(C)n(C)n(-c4ccccc4)c3=O)C2=O)cc1	1.7	-3.3	-4.8	0.5	1.0	-1.3	-14.6	-20.0	1.6
CC(OC(=O)c1cccs1)C(=O)NCc1cccs1 (stereo not given)	1.5	2.3	-0.8	-1.7	1.1	-6.8	-14.8	-2.8	-7.0
Cc1cc(C)n(NC(=S)NC2CCCC2)c(=O)c1C#N	2.1	6.5	0.1	-0.6	-23.2	-19.8	-11.6	-12.1	-5.2
Cn1c(=O)c2c(nc(Sc3ncnn3CC(=O)NC3CCCCC3)n2C)n(C)c1=O	5.2	-21.7	1.5	-2.4	-5.5	-2.5	-17.8	-9.8	-6.8
COc1cc(C)nc(Oc2ccc(OCCOc3ccc(C)cc3)nn2)n1	2.5	-11.3	-0.5	-4.7	-2.5	-5.3	-17.1	1.1	-0.6

Bioassay records from PubChem BioAssay.
